AID2073: inhibitors of Mint1-CaV2.2 protein interaction, biochemical, HTRF (AID 2073); HTRF protein-protein interaction, Mint1-CaV2.2; higher % means a stronger effect; one-dose inhibition, % at 20 µM; IC50 in µM for titrated hits; 290,000 compounds, 0.19% hits; in the data active = inhibition mostly above about 51%, no sharp cut-off; inconclusive = no clear call, values can overlap the other calls; inactive = mostly below about 53%; note: some results filed as inactive read as strong as hits
LYP inhibition: inhibitors of LYP phosphatase, biochemical, fluorescence intensity, uHTS (AID 1779). recombinant LYP phosphatase, fluorescence intensity; higher % means a stronger effect. inhibition, % at 11.5 µM; hits with a dose series show IC50 in µM. 290,000 compounds, 0.054% hits; in the data active = inhibition above about 50%;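 note: plate controls were vehicle with enzyme for no effect and no enzyme for full effect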
Siah-1 displacement: blockers of Siah-1 interaction with plectin peptide – biochemical, fluorescence polarization, rhodamine-plectin, uHTS, primary screen (AID 1817) | displacement, % at 20 µM, or IC50 in µM where a hit was titrated | 290,000 compounds, 0.02% hits | Siah-1 / rhodamine-plectin peptide fluorescence polarization; higher % means a stronger effect;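 active = displacement of at least 50% at 20 µM, with a fluorescence ratio check between 0.3 and a set limit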;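 note: plate controls were Siah plus tracer with DMSO for no effect and tracer alone without Siah for full effect; strong numbers were not always called active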
* marks the source's active call; other numbers are inactive results; ? = inconclusive. Not all compounds are listed. The share of hits here may be higher or lower than overall.

SMILES	AID2073	LYP inhibition	Siah-1 displacement
Cc1cc(C)cc(N(C(=O)CNC(=O)c2ccco2)C(C(=O)NC2CCCCC2)c2cccnc2)c1 (configuration not stated)	5%	-6%	3%
NC(=O)C1CCN(C(=O)C2CCC(=O)N(C3CCCCCC3)C2)CC1 (configuration not stated)	9%	-10%	-3%
C/C(=N\NC(=O)c1sccc1C)c1ccncc1	1%	-8%	9%
Cc1cccc(CN2CCC(C(=O)Nc3ccc(-n4nc(C)cc4C)cc3)CC2)n1	4%	-10%	-6%
CC(C)(C)C(=O)Nc1sc2c(c1C#N)CCN(Cc1ccccc1)C2	6%	-5%	0%
CC(=O)c1ccc(S(=O)(=O)NCc2ccc(C(=O)NCC(c3ccccc3)N(C)C)cc2)cc1 (configuration not stated)	1%	-8%	-3%
COc1ccc(NC(=O)CNC(=O)Cc2ccccc2)cc1OC	8%	-4%	12%
COc1ccc(-c2cc(C(=O)NCc3ccco3)c3ccccc3n2)cc1	29%	-4%	1%
CCN(CC(=O)Nc1cccc(OC)c1)C(=O)c1ccncc1	10%	-10%	3%
Cc1ccc(/C=C2\SC(=S)N(CCC(=O)NNC(=O)c3ccc(O)cc3)C2=O)cc1	?	-10%	2%
COc1ccc2oc(-c3ccccc3)c(C(=O)O)c2c1	42%	-13%	3%
COc1ccc(S(=O)(=O)Nc2cc(C)on2)cc1	6%	-8%	3%
CN(Cc1ccccc1Cl)C(=O)C1CCC(=O)N(CCc2cccc(F)c2)C1 (configuration not stated)	5%	-5%	7%
Cc1cc(C)nc(NS(=O)(=O)c2ccc(NS(=O)(=O)c3ccc(C#N)cc3)cc2)n1	6%	-10%	1%
COc1ccccc1NC(=O)c1ccc(NC(=O)C2COc3ccccc3O2)cc1 (configuration not stated)	8%	-13%	-8%
CCOC(=O)c1cccc(NC(=O)c2cc(C)nn2-c2ccccc2)c1	7%	-7%	-1%
CCOc1ccc(S(=O)(=O)N2CCCC(C(=O)NCc3ccncc3)C2)cc1 (configuration not stated)	6%	-10%	-7%
CCOc1cccc(C(=O)N(Cc2cccc(F)c2)C2CCS(=O)(=O)C2)c1 (configuration not stated)	5%	-10%	4%
CCN(CC)CCCNC(=O)c1cc(-c2ccccc2)c(N2CCCCC2)s1	6%	-2%	-1%
COc1cc(C(=O)OCC(=O)NCCCc2ccccc2)ccc1OCC(C)C	10%	-9%	-1%
CC1(C)C(C=C(Cl)Cl)C1C(=O)N/N=C/c1ccccc1F (configuration not stated)	11%	-10%	-2%
COc1ccc(-c2ncncc2-c2ccccc2)c(O)c1	-4%	-3%	8%
Cn1c(=O)c(C(=O)NC2CCCCCC2)c(O)c2ccccc21	9%	-10%	-3%
CC(C)(C)c1ccc(C(=O)NCC(=O)N2CCNC(=O)C2)cc1	14%	-4%	0%
COc1ccc(CN2C(=O)c3cccnc3C2=O)cc1S(=O)(=O)NCc1ccccc1	2%	-10%	2%

Single values from the list.
Cc1ccc(/C=C2\SC(=S)N(CCC(=O)NNC(=O)c3ccc(O)cc3)C2=O)cc1 @ Siah-1 displacement = 2%
CCOc1ccc(S(=O)(=O)N2CCCC(C(=O)NCc3ccncc3)C2)cc1 (configuration not stated) @ AID2073 = 6%

The listing continues.
SMILES	AID2073	LYP inhibition	Siah-1 displacement
CCN(CC)C(=O)Cn1cc(C(=O)C(=O)N(CC)C2CCCCC2)c2ccccc21	5%	-3%	4%
CC(=O)Nc1ccc(NC(=O)c2ccc(NC(=O)c3ccccc3)cc2)cc1	6.5µM*	-8%	-2%
CCCCN1C(=O)/C(=C2/Sc3ccc(OC)cc3N2CC)SC1=S	3%	-4%	-4%
CCc1cccc(OCC(=O)Nc2ccc(S(=O)(=O)N3CCCC3)cc2)c1	14%	-6%	12%
O=C(NCN1CCN(c2ccccc2)CC1)c1cnccn1	4%	-4%	6%
CC(=O)c1ccc(NC(=O)[C@@H]2CCCN2C(=O)OC(C)(C)C)cc1	7%	-8%	3%
COc1ccccc1C(=O)N/C(=C\c1cn(C)c2ccccc12)C(=O)N1CCOCC1	10%	-1%	6%
CC1CCc2c(C(=O)Nc3cccc(-c4nn[nH]n4)c3)csc2C1 (configuration not stated)	0%	0%	-1%
CS(=O)(=O)c1ccc2nc(NC(=O)c3ccccc3Cl)sc2c1	-6%	-8%	4%
CCn1nc(C)c(CN2CCC(C(=O)Nc3cccc(-c4cccc(F)c4)c3)CC2)c1C	10%	-7%	-4%
O=C(c1ccc([N+](=O)[O-])s1)N1CCCc2ccccc21	9%	-1%	-6%
COC(=O)c1ccc(NC(=O)CSc2ccc(-c3ccccn3)nn2)cc1	29%	-6%	4%
Cc1ccc(NC(=O)C2=CC(c3cccs3)=NS(=O)(=O)N2C)cc1	5%	-9%	1%
CCc1nn(CCCC(=O)Nc2ccc(C)c(C)c2)c(=O)c2cc3occc3n12	4%	-5%	4%
CCC(NC(=O)c1ccccc1NC(=O)C(C)(C)C)C(=O)N1CCCC1 (configuration not stated)	17%	-9%	-1%
CC(C)Oc1ccc(C(=O)Nc2nc3ccccc3[nH]2)cc1	16%	-2%	7%
CCOC(=O)c1cnc2c(c(C)nn2-c2ccc(C)cc2)c1Cl	14%	-7%	1%
CCOc1ccc(-c2c(C(=O)N/N=C(\C)c3cccs3)nnn2-c2nonc2N)cc1	12%	-6%	9%
CCOc1ccc(N(CC(=O)N2CCCC2)S(=O)(=O)c2ccc(Cl)cc2)cc1	37%	-2%	0%
O=C(Nc1ccc(F)c(Cl)c1)Nn1cnnc1	5%	-8%	-4%
CC(c1nc2ccccc2n1Cc1ccccc1)N1CCCCC1 (configuration not stated)	4%	2%	4%
CCC(C)c1ccc(NC(=O)c2[nH]c(C)c(C(C)=O)c2C)cc1 (configuration not stated)	2%	4%	0%
O=C(O)[C@@H]1CCCN1C(=O)COc1ccc2c3c(c(=O)oc2c1)CCC3	10%	-4%	1%
C=CCNc1nc(C(F)(F)F)nc2c1nnn2Cc1ccccc1Cl	0%	-2%	4%
CSCC(=O)N1CCC(Oc2cccc(C(=O)NCc3ccccn3)c2)CC1	8%	-11%	-1%

More structures follow.
SMILES	AID2073	LYP inhibition	Siah-1 displacement
O=C(OCc1ccccc1)N1CCc2ccccc21	-5%	-9%	0%
COc1cc(/C=C/C(=O)NC(=O)c2ccccc2O)ccc1OC(C)=O	16%	-3%	-1%
CN1CCC(=O)N(CCSc2ccccc2)CC1	7%	-12%	-1%
CNC[C@@H](CC1CCCCC1)NC[C@H](CC(C)C)NCCc1cccc(C(F)(F)F)c1	22%	-14%	0%
CC1Sc2ccc(S(=O)(=O)N3CCC(C(=O)NCc4ccc(Cl)cc4)CC3)cc2NC1=O (configuration not stated)	?	-6%	3%
CN(C)CCCNC(=O)C(=O)Nc1cc2c3c(c1)CCC(=O)N3CCC2	1%	-7%	4%
COC(=O)Cn1c(O)c(N=NC(=O)CNC(=O)COc2cccc(C)c2)c2ccccc21	2%	-12%	2%
O=c1[nH]cnc2cc(-c3ccc(Br)cc3)sc12	18%	-6%	-2%
Cc1nnc(N2C(=O)C(=O)/C(=C(/O)c3ccc4c(c3)CC(C)O4)C2c2ccccc2F)s1 (configuration not stated)	-5%	-10%	9%
O=C(CCCn1nnnc1CN1CCOCC1)N1CCN(c2ccccc2F)CC1	7%	-9%	17%
COc1ccccc1C(=O)Nc1c(-c2ccccc2)nc2ccccn12	9%	-5%	6%
CCN1CCc2c(OCC(=O)Nc3ccc(C)cc3)cccc2C1=O	-2%	-7%	-5%
OCCNCC(O)CN1c2ccccc2Sc2ccccc21 (configuration not stated)	1%	-8%	0%
CCn1c(=O)c(C(=O)NNC(=O)c2ccccc2Cl)c(O)c2ccccc21	26%	-8%	-14%
CN(C)CCN(C(=O)c1ccc(S(=O)(=O)N2CCCC2)cc1)c1nc2ccc(Br)cc2s1	10%	-3%	1%
Cc1ccc2oc(=O)cc(CN3CC(C)OC(C)C3)c2c1 (configuration not stated)	-2%	-8%	4%
CN(C)c1ccccc1C(=O)N1CCC(n2nccc2NC(=O)C2CC2)CC1	8%	-9%	1%
CC(=O)N1CCC(C(=O)Nc2ccc3c(c2)CCC3)CC1	10%	-10%	11%
CCOc1ccccc1NC(=O)CSc1ccc(-c2sc(C)nc2C)nn1	3%	0%	0%
COc1ccccc1-n1nnnc1SCC(=O)N1CCCC1=O	-5%	0%	1%
CCCCn1nc(NC(=O)CC)c2cc3cc(OC)ccc3nc21	10%	-5%	1%
COc1ccc([C@@H]2[C@@H]3C(=O)N(C(C)(C)C)C(=O)[C@@H]3[C@]3(CC(C)C)C(=O)N(c4ccccc4)C(=O)N23)cc1	1%	-2%	1%
CN(C)C(=O)Cn1cnc2c(cnn2-c2ccc(F)cc2)c1=O	4%	-11%	-3%
COc1ccc(N2CC(C(=O)Nc3nc4ccc(S(C)(=O)=O)cc4s3)CC2=O)cc1 (configuration not stated)	30%	3%	-4%
O=C(O)CN1C(=O)C(=O)N(Cc2ccc(Cl)c(Cl)c2)C1=O	10%	-8%	4%

Ordered by formula weight (ascending): part of the list above.
SMILES	AID2073	LYP inhibition	Siah-1 displacement
CC(=O)N1CCC(C(=O)Nc2ccc3c(c2)CCC3)CC1	10%	-10%	11%
CN(C)CCCNC(=O)C(=O)Nc1cc2c3c(c1)CCC(=O)N3CCC2	1%	-7%	4%
CN(C)c1ccccc1C(=O)N1CCC(n2nccc2NC(=O)C2CC2)CC1	8%	-9%	1%
CN(C)CCN(C(=O)c1ccc(S(=O)(=O)N2CCCC2)cc1)c1nc2ccc(Br)cc2s1	10%	-3%	1%

Given with two lines to a compound: entries from further up
Values run as follows: AID2073, LYP inhibition, Siah-1 displacement
- CC(C)Oc1ccc(C(=O)Nc2nc3ccccc3[nH]2)cc1
→ 16%, -2%, 7%
- CCC(C)c1ccc(NC(=O)c2[nH]c(C)c(C(C)=O)c2C)cc1 (configuration not stated)
→ 2%, 4%, 0%
- CC(c1nc2ccccc2n1Cc1ccccc1)N1CCCCC1 (configuration not stated)
→ 4%, 2%, 4%

The listing continues.
SMILES	AID2073	LYP inhibition	Siah-1 displacement
O=S(=O)(c1cc(Cl)ccc1Cl)N1CCN2CCCC2C1 (configuration not stated)	20%	-1%	-1%
O=C1/C(=C/c2cccs2)SC(=S)N1CC(=O)N1CCCCC1CCO (configuration not stated)	-1%	-6%	8%
CCOC(=O)c1nn(-c2ccc(C)c(C)c2)c(=O)c(C#N)c1C	21%	-6%	5%
COc1ccc(/C=C2\Oc3cc(OCC(=O)N4CCC(C(=O)O)CC4)ccc3C2=O)c(OC)c1OC	4%	-11%	0%
Cc1c(Cl)cccc1NC(=O)[C@@]1(CC(=O)O)CC(/C=C/c2ccccc2)=NO1	30%	0%	5%
COc1nc(NC(=O)c2ccc(F)cc2)nc(OC)c1-c1ccccc1	8%	-5%	1%
Cc1cc(=O)oc2c3c(cc(OCC(=O)NCc4ccccc4)c12)OC(C)(C)CC3	23%	-8%	10%
CC(=O)c1ccc(C(=O)N(C)C2CCCN(Cc3ccccc3F)C2)s1 (configuration not stated)	11%	-9%	1%
Cc1ccc(Cl)cc1N1CCN(C(=O)c2ccc(CS(=O)Cc3ccc(Cl)cc3)o2)CC1 (configuration not stated)	6%	-13%	-4%
COc1cc(NC(=O)C2CCCCC2)c(OC)cc1NC(=O)c1ccccc1	-9%	-2%	0%
CCOC(=O)C1CCCN(CC(=O)Nc2nccs2)C1 (configuration not stated)	4%	-10%	-4%
COc1cccc(NC(=O)Nc2ccc3c(c2)CCC3)c1	12%	3%	2%
COc1ccccc1NS(=O)(=O)c1ccc2oc(SC)nc2c1	-9%	-10%	3%
COc1cc(C2C(C#N)=C(N)N(N(C)C)C3=C2C(=O)CCC3)cc(OC)c1OC (configuration not stated)	-3%	-3%	-10%
Cc1ccc(C(=O)NCCNC(=O)c2cccnc2)cc1	-1%	-4%	8%
CCCn1c(=O)c(C(=O)NCCc2ccc(Cl)cc2)c(O)c2ccccc21	13%	-12%	-6%
CCN(CC(=O)NC1CC1)S(=O)(=O)c1ccc(C)cc1	8%	-7%	12%
COc1cc(NC(=O)C(C)Oc2ccccc2)ccc1NC(=O)COc1ccccc1 (configuration not stated)	4%	-2%	1%
CC1=C(c2ccc(C(C)C)cc2)S(=O)(=O)N=C1N1CCN(C(=O)c2ccco2)CC1	34%	-13%	3%
Cn1c(=O)c2c(nc(NC3CCCC3)n2C)n(C)c1=O	16%	1%	0%
Cc1[nH]c(C)c(S(=O)(=O)N2CCN(c3ccccc3F)CC2)c1C(=O)N1CCCCC1	5%	-11%	11%
COc1cc2c(=O)n(CCC(=O)NCC3CCCO3)c(=O)n(CC(=O)Nc3ccc(F)cc3)c2cc1OC (configuration not stated)	1%	-6%	4%
CN(CC(=O)Nc1cccc(F)c1)C(=O)C1CC(=O)N(Cc2ccccc2)C1 (configuration not stated)	-1%	-9%	4%
CN(c1ccccc1)S(=O)(=O)c1cccc2ccccc12	5%	-5%	-2%
CCOC(=O)c1ccc(NC(=S)N2CCN(CCO)CC2)cc1	-18%	-5%	8%
Cc1ccc2oc(C(=O)N(C)Cc3ccon3)c(C)c2c1	-3%	-4%	1%
Cc1nnc(NC(=O)CCn2c(=O)oc3ccc(Cl)cc32)s1	7%	0%	-2%

Screening data deposited in PubChem by Sanford-Burnham Center for Chemical Genomics.
